# HT1080 IDH1KD tx: qHTS for induction of synthetic lethality in tumor cells producing 2HG: qHTS for the HT-1080-IDH1KD cell line; HT-1080 IDH1 knockdown viability, ATP luminescence, 48 h; 2% of 360,000 active; Potency, µM (series often up to 46.1 µM), for the others: top-dose activity, negative = toxicity, hits mostly cytotoxic;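 further: 0% = DMSO wells and -100% = cell-free medium wells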
#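 Using the IDH1-knockdown HT-1080 line run in the same batch and compound series as the NT line, viability after 48 h at 37 °C was determined by CellTiter-Glo luminescence and expressed as % activity.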
# KB-3-1 tox: qHTS assay for MDR1-selective chemotherapeutics: Primary screen using the parental adenocarcinoma cell KB-3-1; Potency, µM (series often up to 46.1 µM), without a hit: at the highest dose activity change, negative = cytotoxic, hits mostly cytotoxic; KB-3-1 viability, CellTiter-Glo ATP luminescence, 72 h; 1.4% of 400,000 active; AID 1347075, 2019; further: on the % scale 0 is the no-effect control and ±100 the full control effect; nearly all actives have a fitted effect of over 60% in size
#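 Screening of KB-3-1 cells (DMEM, 10% FBS, phenol-red free) ran from lowest to highest compound concentration; after 72 h at 37 °C viability was read luminescently and curves fitted.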
# GLP1R cytotox: qHTS of GLP-1 Receptor Inverse Agonists: Cytotox Screen; Potency, µM (series often up to 38.3 µM), for the others: top-dose activity change, negative = inhibition, hits mostly inhibitors; AID 624418, 2012; 0.13% of 410,000 active; HEK293 cAMP-luciferase reporter cells, luminescence, 24 h;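 further: loss of luciferase light is scored as toxicity; on the % scale 0 is the no-effect control and ±100 the full control effect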
#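 Compound-treated cells are incubated 24 hr at 37 deg C under 5% CO2 after a 12 hour attachment period, then luciferase detection reagent is added and luminescence is measured following 12 min at room temperature; lowered signal indicates toxicity.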
# HT1080NT lethal: qHTS for induction of synthetic lethality in tumor cells producing 2HG: qHTS for the HT-1080-NT fibrosarcoma cell line; AID 686970, 2013; HT-1080-NT fibrosarcoma viability, CellTiter-Glo ATP luminescence, 48 h; 1.6% of 360,000 active; Potency, µM (doses to about 46.1 µM), inactives show at the highest dose activity, negative = less viability, actives largely listed as cytotoxic;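 further: NT is the 2HG producing partner of a matched IDH1 knockdown line; 0% = DMSO-treated cells and -100% = media-only wells without cells; nearly all actives have a fitted effect of over 55% in size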
#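 Viability of the 2HG-overproducing fibrosarcoma line after 48 hours of compound exposure at 37 degrees C was determined by luminescence with CellTiter-Glo, and concentration-effect curves were then fitted and categorized.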
# TDP-43 yeast inh: qHTS of TDP-43 Inhibitors | Potency, µM (titrated, usually from 46.1 µM), for inactives: at the highest dose growth rescue (activation), actives largely listed as activators | TDP-43 expressing yeast growth rescue, BacTiter-Glo, 24 h | 1.8% of 410,000 active; further: % of control where 0% means no effect; nearly all actives have a fitted effect of over 50% in size
#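 Luminescence from BacTiter-Glo reports growth of TDP-43-expressing yeast after 24 hr at 30 deg C with compound. Cells were raffinose-pregrown to mid-log, then seeded in galactose medium at OD600=0.02.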
# SW480 rereplic: A quantitative high throughput screen for small molecules that induce DNA re-replication in SW480 colon adenocarcinoma cells. AID 624297, 2012. 1.8% of 340,000 active. Potency, µM (doses to about 46.1 µM), without a hit: top-dose re-replication activation, usual class: activators. SW480 DNA re-replication, Hoechst DNA content imaging, 48 h; further: % of control where 0% means no effect; nearly all actives have a fitted effect of over 55% in size
#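 Compounds, transferred as 23 nL by pin tool, were incubated with cells for 48 hr; DNA content per nucleus was then quantified by Hoechst staining and fluorescence plate imaging.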
# GLP1R ag: qHTS of GLP-1 Receptor Agonists. HEK293 GLP-1R CRE-luciferase, luminescence, 4-6 h; cells express a hypersensitive GLP-1R form. Potency, µM (top dose mostly 45.6 µM), inactives show at the highest dose activation, actives largely listed as activators. 0.007% of 380,000 active; further: % of control where 0% means no effect
# Target sequence (P43220 whole entry, looked up): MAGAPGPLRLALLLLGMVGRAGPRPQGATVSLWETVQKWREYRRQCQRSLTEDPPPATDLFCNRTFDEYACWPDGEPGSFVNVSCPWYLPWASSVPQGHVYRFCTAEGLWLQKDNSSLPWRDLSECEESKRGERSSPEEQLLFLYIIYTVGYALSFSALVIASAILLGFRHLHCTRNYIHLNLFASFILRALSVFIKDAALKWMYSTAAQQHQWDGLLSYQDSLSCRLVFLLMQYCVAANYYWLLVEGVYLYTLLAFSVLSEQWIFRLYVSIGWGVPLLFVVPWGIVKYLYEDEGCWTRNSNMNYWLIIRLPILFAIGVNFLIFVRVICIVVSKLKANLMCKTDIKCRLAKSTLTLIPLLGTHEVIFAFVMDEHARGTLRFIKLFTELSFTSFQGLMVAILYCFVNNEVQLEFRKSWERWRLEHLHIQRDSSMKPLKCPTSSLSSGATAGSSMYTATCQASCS
# GLP1R inv ag: qHTS of GLP-1 Receptor Inverse Agonists (Inhibition Mode); Glucagon-like peptide 1 receptor (Homo sapiens), P43220; HEK293 GLP-1R CRE-luciferase, luminescence, 24 h; GLP-1R form is constitutively active; Potency, µM (top dose mostly 38.3 µM), for the others: top-dose activity change, negative = inhibition, most hits filed as inhibitors; 1.6% of 410,000 active; AID 624417, 2012; further: on the % scale 0 is the no-effect control and ±100 the full control effect; nearly all actives have a fitted effect of over 55% in size
#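 Assay principle: reduced luminescence from a cAMP-responsive reporter in HEK293 cells co-expressing a constitutively active GLP-1R. Conditions: 24 hr compound incubation, 37 deg C, 5% CO2.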
# KB-V1 cytotox: qHTS assay for MDR1-selective chemotherapeutics: Primary screen using the drug-selected MDR subline cells KB-V1; KB-V1 MDR cells viability, CellTiter-Glo, 72 h; Potency, µM (titrated, usually from 46.1 µM), without a hit: top-dose activity change, negative = cytotoxicity, usual class: cytotoxic; 3.4% of 400,000 active; AID 1347076, 2019; further: on the % scale 0 is the no-effect control and ±100 the full control effect; nearly all actives have a fitted effect of over 60% in size
#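 KB-V1, DMEM (no phenol red) + 10% FBS; cpd pin-transferred, titration series; 72 h, 37 degrees C; CellTiter-Glo, luminescence. Data normalized, curve-fit.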
# Numbers without * were called inactive; ? = inconclusive; . = no result given; [ ] = remark or other dose. The call rests on the fitted dose curve; in most records, active means well fitted curve in the direction sought with a large enough effect; inconclusive means small, poorly fitted or top-dose-only effect, or another doubt; inactive means no such curve, though single readings can be large; an effect the other way counts as inactive or inconclusive. Potency means the concentration at half of the fitted maximal effect. Rows were taken by chance; 9.4% or so of the library scored in one or more.
SMILES,HT1080 IDH1KD tx,KB-3-1 tox,GLP1R cytotox,HT1080NT lethal,TDP-43 yeast inh,SW480 rereplic,GLP1R ag,GLP1R inv ag,KB-V1 cytotox
CCn1c(SCC(=O)NCCc2ccc(F)cc2)nnc1-c1cccs1,6.6%,9.6%,-1.7%,5.9%,-6.4%,-2.9%,-4.0%,-13.8%,-22.2%
CC(=O)Nc1nc2ccccc2n1CCN1CCOCC1,9.2%,1.1%,2.2%,-4.9%[9.24 µM],-8.2%,12.6%,-19.3%,0.0%,11.5%
Cc1c(CCC(=O)O)c(=O)oc2cc(O)ccc12,7.0%,-19.2%,110.8%[activator],2.3%,-2.8%,-6.9%,-11.6%,-0.9%,-6.0%
c1cncc(C(c2nnnn2C2CCCC2)N2CCN(Cc3ccc4c(c3)OCO4)CC2)c1 (centres undefined),7.3%[9.24 µM],10.0%,-12.1%,-24.8%,-15.2%,-0.4%,1.8%,11.2%,-18.8%
Cc1ccc(Nc2nnc(C)c3ccccc23)c(C)c1,-2.5%,-6.8%,-12.7%,14.6%,8.7%,-12.0%,15.0%,-15.8%,-16.3%
Cc1cc(NS(=O)(=O)c2ccc(NC(=O)c3ccoc3C)cc2)nc(C)n1,-2.6%,3.4%,2.8%,7.1%,1.8%,-3.0%,-11.9%,16.7%,27.7%
Cc1cc(-c2ccc(S(=O)(=O)N3CCN(c4cccc(C(F)(F)F)c4)CC3)s2)on1,11.7%,-7.8%,-7.4%,23.7%,14.2%,11.0%,-2.7%,-15.3%,-5.3%
Cc1cccc2c1NC(=O)C2=Nc1ccc(Cl)cc1,-10.7%,4.8%,-3.0%,-17.4%,3.1%,22.1%,-6.8%,-17.6%,-1.6%
C[C@H]1CN([C@@H](C)CO)C(=O)c2cccc(NC(=O)C3CC3)c2O[C@H]1CN(C)S(=O)(=O)c1cccs1,6.3%,-6.7%,-0.5%,9.3%,1.9%,-2.5%,-1.3%,4.2%,-0.1%
CCC1=Nc2cc(C(=O)NCC3CCCO3)ccc2Sc2ccc(Br)cc21 (centres undefined),9.2µM*,6.51µM*,-13.8%,?,?,10.3µM*,20.9%,?,6.51µM*
Cc1cc(C)cc(OCC(=O)NNC(=O)CCN2C(=O)c3ccccc3C2=O)c1,27.0%,5.6%,-0.5%,?,-7.3%,?,4.3%,2.4%,-7.6%
C/C(=N\NC(=O)c1ccccc1)c1ccccc1F,0.1%,0.8%,12.6%,-1.8%,-6.5%,1.0%,4.3%,22.5%,12.1%
O=C(Nc1ccc(Cl)c(C(F)(F)F)c1)c1nc2ccccc2nc1N1CCCCC1,.,-21.2%,1.7%,.,-0.2%,.,.,?,?
N#Cc1nc(-c2cccc3ccccc23)oc1NCC1CCCO1 (centres undefined),-12.4%,1.1%,2.0%,-5.2%,?,?,17.6%,?,-9.4%
COc1ccc2c(c1OC)C(=O)OC2Nc1nc(-c2cc3ccccc3oc2=O)cs1 (centres undefined),?,?,12.3%,-28.9%,-8.3%,-0.1%,-0.7%,-13.8%,?
COc1cccc(NS(=O)(=O)c2ccc3[nH]cc(C(=O)NCCC(C)C)c(=O)c3c2)c1,?,?,-15.2%,11.6µM*,-5.2%,-4.4%,-8.5%,?,-0.6%
CC(OC(=O)c1cc[n+]([O-])cc1)C(=O)Nc1ccc(Cl)cn1 (centres undefined),6.3%,1.5%,1.4%,?,-17.3%,-7.3%,-20.8%,-3.2%,19.0%
O=C(CSc1nnc(CNC(=O)c2c(F)cccc2F)o1)NCc1ccc(F)cc1,3.7%,-16.5%,-6.1%,14.1%,7.3%,-15.0%,5.0%,7.0%,20.2%
CC(C)(C)NC(=O)C1CC(=O)OC12CCOC(C)(C)C2 (centres undefined),1.8%,-3.0%,-0.6%,4.6%,6.5%,-7.5%,-7.8%,0.5%,0.0%
COc1cc(SC)ccc1C(=O)Nc1cccc(S(=O)(=O)NC2=NCCC2)c1,-1.1%,0.9%,-16.3%,1.7%,6.8%,-10.5%,27.5%,31.1%[activator],7.7%
O=C(NCC1CCCO1)C1CCN(CC2CCCCC2)CC1 (centres undefined),11.4%,-3.5%,-4.2%,18.2%,-7.6%,11.6%,-8.9%,0.3%,-3.6%
C[C@@H]1O[C@@H](O[C@H]2[C@H](O)[C@@H](O)[C@H](Oc3c(-c4ccc(O)cc4)oc4cc(O)cc(O)c4c3=O)O[C@@H]2CO)[C@H](O)[C@H](O)[C@H]1O,10.5%,1.1%,-0.3%,0.0%,0.6%,-0.6%,-2.3%,-11.6%,25.5%
O=C(Cn1cnc2c(cnn2-c2ccccc2)c1=O)N1CCCc2ccccc21,-10.5%,-9.5%,?,-19.1%,-15.2%,-4.6%,-6.5%,?,?
Cc1ccccc1NC(=O)c1cccc(N2C(=O)C3C4CCC(C4)C3C2=O)c1 (centres undefined),-6.4%,3.0%,2.7%,?,-0.1%,1.9%,10.4%,0.0%,23.1µM*
CC(Cc1cccnc1)NC(=O)c1ccccc1OC1CCN(S(C)(=O)=O)CC1 (centres undefined),8.2%,19.1%,-4.2%,9.3%,2.0%,-5.5%,2.2%,2.3%,?
COCCNC(=O)CN1CCCCCC1,2.7%,5.1%,0.5%,-0.9%,-1.1%,1.5%,-3.5%,16.6%,-9.1%
COc1ccc(CCNC(=O)C2CCN(c3nc4ccccc4nc3C(F)(F)F)CC2)c(OC)c1,.,2.1%,4.1%,.,10.1%,.,.,4.2%,-16.9%
CC1(C)CC(=O)c2sc(NC(=O)CN3CCCCC3)nc2C1,16.5%,8.4%,-10.9%,13.3%,-0.9%,-0.3%,-14.6%,?,-6.8%
Cc1cc(-c2nnc(CCC(=O)N(CC3CC3)CC3CCCO3)o2)no1 (centres undefined),8.6%,-7.9%,0.0%,2.8%,-3.5%,-6.5%,1.6%,1.9%,-15.6%
O=C(Cc1ccc(O)cc1)NC1CCCCCC1,15.4%,17.2%,2.6%,20.1%,-17.2%,-8.0%,10.9%,-8.9%,10.5%
O=C(Nc1ccccc1C(=O)NCc1cccnc1)c1ccccc1F,-3.2%,?,1.0%,6.4%,-6.5%,-1.8%,10.6%,1.7%,10.8%
Cc1ccc(C(C(=O)NC2CCCCC2)N(Cc2ccccc2)C(=O)Cc2c[nH]c3ccccc23)o1 (centres undefined),-18.6%,?,-26.3%,-14.0%,15.5%,4.1%,-14.5%,?,?
O=c1cc(NCCO)c2ccccc2o1,13.9%,-10.6%,-12.3%,0.0%,18.6%,-80.2%[inhibitor],-9.3%,8.2%,-5.4%
Cc1coc2c(C)c3oc(=O)c(CCC(=O)N(C)CC(=O)O)c(C)c3cc12,0.0%,14.3%,-9.8%,9.2%,16.4%,-4.4%,-8.4%,15.4%,-5.3%
CCC(O)C(C)(C)C (centres undefined),13.6%,0.0%,0.6%,-9.5%,14.2%,-5.0%,0.9%,8.7%,-3.1%
CCc1ccc(/C(C)=N/NC(=O)c2ccccn2)cc1,1.2%,-7.2%,-17.7%,-12.1%,11.7%,-16.5%,9.2%,-15.8%,15.9%
O=C(NCc1ccccc1)c1ccc(Oc2ccc(C(=O)NCc3ccccc3)cc2)cc1,?,-10.2%,-19.3%,-19.0%,-10.2%,1.5%,10.0%,-14.9%,-3.2%
Cc1ccc[n+](/C(C(=S)NCc2ccco2)=C(/[O-])c2ccccc2Cl)c1,3.3%,?,-0.9%,6.4%,16.9%,4.5%,-10.3%,-1.0%,13.8%
CC(C)c1ccc(NC(=O)COC(=O)/C=C/c2cccc([N+](=O)[O-])c2)cc1,-1.9%,-4.7%,1.2%,4.3%,19.8%,-4.6%,0.7%,3.2%,2.9%
C/C(=N\NC(=O)c1ccc(Cn2cc([N+](=O)[O-])cn2)o1)c1cccc(NC(=O)C(C)C)c1,16.0%,?,-16.4%,9.2%,12.8%,5.9%,0.6%,4.2%,-5.3%
Cc1ccc(-c2cc(C(=O)N3CCN(S(=O)(=O)c4ccc(Br)cc4)CC3)[nH]n2)cc1C,.,-2.0%,9.7%,.,8.1%,.,.,0.6%,0.1%
Cc1cc(N2CCCC2=O)c(N)cc1N,-2.4%,-8.9%,8.2%,4.5%,-6.9%,-4.5%,-1.0%,-2.1%,23.4%
CCCc1cc(=O)oc2cc(C)cc(OC(C)C(=O)N[C@@H](Cc3c[nH]c4ccccc34)C(=O)O)c12 (some centres undefined),-0.1%,3.8%,0.8%,7.6%,-11.3%,3.5%,-4.8%,10.2%,?
COc1ccc(N2C(=O)CCC(C(=O)N(C)C3CCCCC3)C2c2ccc(OC)c(OC)c2)cc1 (centres undefined),3.3%,15.1%,-14.4%,1.7%,22.7%,0.4%,-2.1%,-1.5%,1.5%

# Random excerpt: 4 compounds from above, in no set order.
SMILES,HT1080 IDH1KD tx,KB-3-1 tox,GLP1R cytotox,HT1080NT lethal,TDP-43 yeast inh,SW480 rereplic,GLP1R ag,GLP1R inv ag,KB-V1 cytotox
COc1ccc(N2C(=O)CCC(C(=O)N(C)C3CCCCC3)C2c2ccc(OC)c(OC)c2)cc1 (centres undefined),3.3%,15.1%,-14.4%,1.7%,22.7%,0.4%,-2.1%,-1.5%,1.5%
Cc1ccc(-c2cc(C(=O)N3CCN(S(=O)(=O)c4ccc(Br)cc4)CC3)[nH]n2)cc1C,.,-2.0%,9.7%,.,8.1%,.,.,0.6%,0.1%
O=C(NCc1ccccc1)c1ccc(Oc2ccc(C(=O)NCc3ccccc3)cc2)cc1,?,-10.2%,-19.3%,-19.0%,-10.2%,1.5%,10.0%,-14.9%,-3.2%
CCCc1cc(=O)oc2cc(C)cc(OC(C)C(=O)N[C@@H](Cc3c[nH]c4ccccc34)C(=O)O)c12 (some centres undefined),-0.1%,3.8%,0.8%,7.6%,-11.3%,3.5%,-4.8%,10.2%,?

# Compound activity deposited in PubChem by National Center for Advancing Translational Sciences (NCATS).
